From PubChem BioAssay
IEC-6 cytotox = cytotoxicity in IEC-6 intestinal epithelial cells, primary screen, cytotoxicity control for KLF5 inhibitor project, cell-based, luminescence. IEC-6 cytotoxicity, luminescence viability. inhibition, % at 5 µM. hit rate 0.78% among 290,000. AID 1825, 2009; in the data active = inhibition above about 22%;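 also: 0% = plate median of test compound wells and 100% = cytotoxic reference compound wells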
TRPC4 inh = inhibitors of mouse TRPC4 channel, primary screen, Fluo4 calcium, HEK293 TRPC4beta/mu-opioid cells; DAMGO-evoked Fluo4 calcium flux; active compounds read low; hit rate 0.39% among 300,000; B-score at 10 µM; AID 2247, 2010;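 active = B-score over 3 SD under the library average, no early fluorescence shift, positive overall ratio signal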
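Material: HEK293 cells with stable TRPC4beta plus mu-opioid receptor expression / Probe or stimulus: DAMGO in two steps, submaximal then maximal / Compound: single concentration per test compound / Technique: kinetic Fluo4 fluorescence imaging of calcium influx / Read-out: per-well B score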
TRPC6 inh = mouse TRPC6 channel inhibitors, primary screen, cell-based, HEK293, membrane potential dye; hit rate 1.1% among 310,000; Short transient receptor potential channel 6 (Mus musculus), Q61143; AID 2553, 2010; ACh-evoked depolarization; active compounds read low; B-score at 10 µM;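 active = B-score under library mean minus 3 SD, initial fluorescence not abnormally high, positive integrated signal ratio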;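 also: B-score derived from integrated fluorescence ratio over the kinetic read; more negative B-score means stronger inhibition of depolarization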
MrgX1 antagonist = antagonists of human MrgX1 receptor, primary screen, HEK293 cells, Fluo-4 calcium flux; BAM8-22 antagonism; active compounds read low; B-score at 10 µM; hit rate 1.3% among 310,000;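 active = calcium-response B-score plate-corrected more than 3 library SD below zero, starting fluorescence within 5 deviations, no agonist response on first addition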;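 also: peak minus trough fluorescence over baseline after final BAM8-22 challenge near maximal dose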
Target sequence (Q96LB2 whole entry, looked up): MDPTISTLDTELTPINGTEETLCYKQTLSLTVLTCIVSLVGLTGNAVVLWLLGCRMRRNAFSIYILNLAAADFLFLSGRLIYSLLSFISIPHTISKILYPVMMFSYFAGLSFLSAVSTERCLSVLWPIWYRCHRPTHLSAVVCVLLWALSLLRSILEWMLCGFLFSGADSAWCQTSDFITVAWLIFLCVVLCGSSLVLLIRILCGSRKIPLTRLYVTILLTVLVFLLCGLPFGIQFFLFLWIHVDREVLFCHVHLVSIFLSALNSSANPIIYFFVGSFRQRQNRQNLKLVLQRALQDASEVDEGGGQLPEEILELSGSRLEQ
HIF act = HIF pathway transcriptional activators, primary screen, cell-based, U2OS HRE-luciferase, luminescence. U2OS HRE-luciferase reporter; normalized: DMSO 0%, desferrioxamine 100%. activation, % at 7.5 µM (by protocol). hit rate 0.32% among 300,000;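 active = mean activation of at least 10% of the iron chelator positive control signal, with at least half of replicates also reaching 10%; inconclusive = mean and replicate majority disagree about reaching 10%; inactive = mean and most replicates under 10%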
TRPC4 agonist = activators of mouse TRPC4 channel, primary screen, Fluo4 calcium, HEK293 TRPC4beta/mu-opioid cells; Short transient receptor potential channel 4 (Mus musculus), Q9QUQ5; Fluo4 calcium fluorescence; active compounds read high; B-score at 10 µM; hit rate 0.49% among 310,000;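 active = B-score above 5 SD of library B-scores, and initial fluorescence ratio not above library mean plus 5 SD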;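 also: positive B-score marks a calcium rise read as TRPC4 activation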
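Incubation: 45 min room-temperature Fluo4 loading, 110 s read / System: HEK293 cells stably co-expressing mouse TRPC4beta and mu-opioid receptor / Signal: Fluo4 fluorescence, kinetic / Control set: buffer (low) and maximal DAMGO (high) / Measure: integrated baseline-normalised fluorescence ratio, converted to per-well B score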
aSyn UTR inh = MLPCN primary screen, SNCA 5' untranslated region | alpha-synuclein 5'UTR reporter, inhibitor activity | inhibition, % (tested at 7.5 µM) | hit rate 0.82% among 300,000; in the data active = inhibition above about 60%; inconclusive = no clear call, values can overlap the other calls;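 also: H4 neuroglioblastoma cells stably carrying SNCA 5'UTR luciferase fusion; 0% = DMSO wells and 100% = positive control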
KLF5 inhibitor = KLF5 expression inhibitors, primary screen, DLD-1 cells, luminescence | DLD-1 KLF5 promoter-luciferase reporter | inhibition, % at 5 µM | hit rate 0.23% among 290,000 | AID 1700, 2009;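 active = inhibition above a per-plate limit of that plate's mean compound inhibition plus 3 SD, cut at about 60% in these data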;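 also: 0% = DMSO wells and 100% = LY294002 at 200 µM; higher means less KLF5 promoter-driven luciferase light; inactives centre near -14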
TRPC4 potent = positive allosteric modulators of TRPC4, primary screen, cell-based, mouse TRPC4beta, HEK293 mu-opioid, Fluo-4 calcium; AID 2227, 2009; hit rate 0.42% among 310,000; DAMGO EC20, Fluo-4 Ca2+ flux; active compounds read high; Short transient receptor potential channel 4 (Mus musculus), Q9QUQ5; B-score at 10 µM;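 active = B-score of calcium response area above 5 SD of library B-scores, with initial fluorescence ratio within 5 SD of library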;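 also: B-score of integrated fluorescence ratio over time as area under calcium response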
SKKanGAS inh = S. pyogenes SKKanGAS growth inhibitors in kanamycin, primary screen, streptokinase expression inhibitor project, SKKanGAS strain, BacTiter-Glo luminescence | 6 h | inhibition, % at 7.5 µM | hit rate 1.3% among 300,000;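 active = mean replicate score, as percent of positive control median, at least 50; inconclusive = mean below 50 but one replicate at or above 50; inactive = mean and every replicate below 50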;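 also: strain carries kanamycin resistance gene driven by streptokinase promoter and grows in 40 µg/ml kanamycin; loss of luminescence reflects streptokinase promoter inhibition or plain growth inhibition; 0% = median of DMSO wells and 100% = positive control at its reference dose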
TRPC6 act = mouse TRPC6 channel activators, primary screen, cell-based, HEK293, membrane potential dye; B-score at 10 µM; hit rate 0.13% among 310,000; Short transient receptor potential channel 6 (Mus musculus), Q61143; AID 2550, 2010; HEK293-TRPC6 membrane potential dye fluorescence; active compounds read high;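 active = B-score of the integrated fluorescence ratio above library mean plus 3 SD, and starting fluorescence ratio within library mean plus 5 SD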;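 also: higher score means more depolarization so channel activation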
* marks the source's active call; other numbers are inactive results; i = inactive; ? = inconclusive; . = no result given.

1	COC(=O)c1c(NC(=O)CN2CCC3(O)CCCCC3C2c2ccc(F)cc2)sc(C)c1C (stereo not drawn)
2	O=C(NCCc1nc2ccc(Cl)cc2[nH]1)C1CCC(=O)N(Cc2cccc(F)c2)C1 (stereo not drawn)
3	Cc1ccc(C2C3=C(CC(C)(C)CC3=O)Nc3n[nH]c(C)c32)cc1 (stereo not drawn)
4	CCN(Cc1ccncc1)Cc1nc(Cc2ccccc2Cl)no1
5	CC(=O)Oc1cccc(C(=O)Nc2ccccc2C(=O)N2CCCC2)c1
6	CCc1nn(C(C)C(=O)NCCc2ccc(OC)c(OC)c2)c(=O)c2cc3occc3n12 (stereo not drawn)
7	COc1cccc(NC(=O)CN(C)C(=O)Cc2ccc(Cl)cc2Cl)c1
8	COc1ccc(OCCSc2ncnc3nc[nH]c23)cc1

Compound | 1 | 2 | 3 | 4 | 5 | 6 | 7 | 8
IEC-6 cytotox | 0 | 2 | 3 | -3 | -9 | -2 | -12 | 0
TRPC4 inh | i | i | i | i | i | i | i | i
TRPC6 inh | i | i | i | i | i | i | i | i
MrgX1 antagonist | i | i | i | i | i | i | i | i
HIF act | 0.2 | -0.4 | 1.2 | 0.1 | 0.2 | 0.0 | -0.3 | 1.9
TRPC4 agonist | i | i | i | i | i | i | i | i
aSyn UTR inh | 17 | 0 | 21 | -10 | -12 | 12 | 6 | -81
KLF5 inhibitor | -9 | 5 | 2 | -26 | -7 | 18 | -12 | -128
TRPC4 potent | i | i | i | i | i | i | i | i
SKKanGAS inh | 15 | -2 | -2 | -6 | 1 | -6 | 0 | 5
TRPC6 act | i | i | i | i | i | i | i | i

9	C/C(=N\N=C1/SC(CC(=O)O)C(=O)N1c1ccccc1)c1ccc(C)cc1 (stereo not drawn)
10	CCS(=O)(=O)c1ccc2c(c1)N(S(=O)(=O)c1ccc(OC)cc1)CC(C(=O)O)O2 (stereo not drawn)
11	Cc1ccc(C2C(C#N)=C(N)N(c3cccnc3)C3=C2C(=O)CCC3)c(C)c1 (stereo not drawn)
12	CCOC1Cc2ccccc2N(C(N)=O)c2ccccc21 (stereo not drawn)
13	COCC(=O)Nc1cc(C(=O)OC)cc(C(=O)OC)c1
14	CC(=O)Nc1cccc(N2C(=O)CC(N3CCC(C(=O)N4CCCCC4)CC3)C2=O)c1 (stereo not drawn)
15	COc1cccc(NC(=O)[C@@H]2CCC(=O)N2C2OC(=O)c3ccccc32)c1 (stereo partly drawn)
16	CC1(C)Cc2c(sc3nc(SCC(=O)O)nc(N)c23)CO1

Compound | 9 | 10 | 11 | 12 | 13 | 14 | 15 | 16
IEC-6 cytotox | -2 | 4 | 5 | 2 | 7 | 2 | -2 | -7
TRPC4 inh | i | i | i | i | i | i | i | i
TRPC6 inh | i | i | i | i | i | i | i | i
MrgX1 antagonist | i | i | i | i | i | i | i | i
HIF act | -2.5 | 0.2 | 0.1 | 0.2 | -0.6 | -0.2 | 0.0 | 0.1
TRPC4 agonist | i | i | i | i | i | i | i | i
aSyn UTR inh | -8 | -4 | 6 | -23 | 20 | 20 | -15 | 1
KLF5 inhibitor | -14 | -4 | -16 | -19 | -11 | -13 | -13 | -30
TRPC4 potent | i | i | i | i | i | i | i | i
SKKanGAS inh | -4 | -3 | -5 | 1 | -6 | 1 | -2 | 3
TRPC6 act | i | i | i | i | i | i | i | i

17	O=C(Cc1c(F)cccc1Cl)Nc1ccon1
18	COc1ccc(-n2c(SCc3ccc([N+](=O)[O-])cc3)nnc2-c2ccccc2)cc1
19	CC(C(=O)N1CCCCC1)N(C)CC(=O)Nc1ccc(Cl)cc1 (stereo not drawn)
20	O=C(Nc1ccccc1N1CCN(C(=O)c2ccccc2)CC1)c1cccc(Cl)c1
21	COc1cccc(-c2nc(CSCC(=O)NCC3CCCO3)c(C)o2)c1 (stereo not drawn)
22	CCOc1cc(C(=O)Nc2ccc(F)cc2)cc(Br)c1OC
23	CCOC(=O)Cn1c(S(=O)(=O)Cc2ccccc2Cl)nc(-c2ccccc2)c1-c1ccccc1
24	O=C(CCc1ccc(S(=O)(=O)NCCc2ccccc2)cc1)Nc1ccc2c(c1)OCO2

Compound | 17 | 18 | 19 | 20 | 21 | 22 | 23 | 24
IEC-6 cytotox | 1 | -14 | -2 | -2 | 1 | -2 | -1 | -3
TRPC4 inh | i | i | i | i | i | i | i | i
TRPC6 inh | i | i | i | i | i | i | i | i
MrgX1 antagonist | -6.5* | i | i | i | i | i | i | i
HIF act | -0.2 | 0.2 | . | -0.4 | 0.4 | -0.3 | -0.9 | -0.2
TRPC4 agonist | i | i | i | i | i | i | i | i
aSyn UTR inh | -14 | 36 | . | 19 | -10 | 3 | ? | 3
KLF5 inhibitor | -3 | 10 | -1 | -4 | -54 | -18 | 43 | -26
TRPC4 potent | i | i | i | i | i | i | i | i
SKKanGAS inh | -7 | 9 | 5 | 14 | -3 | -6 | 2 | 4
TRPC6 act | i | i | i | i | i | i | i | i

25	CCCn1cc(CN2CCC(n3nccc3NC(=O)c3ccccc3)CC2)c(C)n1
26	COc1ccccc1OCCC(=O)OCC(=O)Nc1ncc(Cl)cc1Cl
27	Cc1cccc(NC(=O)c2ccc(S(=O)(=O)N3CCN(C)CC3)cc2)c1C
28	CCC(C)N1C(=O)S/C(=C/c2ccc(Sc3nc4ccccc4[nH]3)o2)C1=O (stereo not drawn)
29	COc1ccc(C2CC(=O)C(C=NCCCN3CCOCC3)=C(O)C2)cc1 (stereo not drawn)
30	CC(C)c1ccc(CNc2ccc3c(c2)ncn3C)cc1
31	O=C(Cn1cnc2cc([N+](=O)[O-])ccc2c1=O)NCCc1ccc(Cl)cc1
32	CCSc1nc2sc3c(c2c(=O)n1-c1ccc(OC)cc1)CCN(C)C3

Compound | 25 | 26 | 27 | 28 | 29 | 30 | 31 | 32
IEC-6 cytotox | 1 | -10 | -1 | -6 | -11 | 6 | 0 | -6
TRPC4 inh | i | i | i | i | i | i | i | i
TRPC6 inh | i | i | i | i | i | i | i | i
MrgX1 antagonist | i | i | i | i | i | i | i | i
HIF act | -0.7 | -0.1 | -0.2 | . | 0.1 | 2.3 | -1.2 | -0.3
TRPC4 agonist | i | i | i | i | i | i | i | i
aSyn UTR inh | -3 | 6 | -2 | 10 | 7 | -206 | 9 | 4
KLF5 inhibitor | -26 | 23 | -13 | -28 | -13 | -148 | -24 | -18
TRPC4 potent | i | i | i | i | i | i | i | i
SKKanGAS inh | ? | -22 | -4 | 17 | -7 | 8 | 5 | 16
TRPC6 act | i | i | i | i | i | i | i | i

33	CC(C)CNC(=O)c1ccc(NC(=O)c2ccccc2[N+](=O)[O-])cc1
34	Cn1c2c(c(=O)n(C)c1=O)CN(Cc1ccc3c(c1)OCO3)CN2
35	CCCc1cc(-c2[nH]ncc2-c2ccc3c(c2)OCCCO3)c(O)cc1O
36	O=C(COC(=O)c1ccccc1Cl)Nc1nccs1
37	Cc1ccc(C(=O)/C=C/c2ccc(F)cc2)o1
38	COC(=O)C1CC(O)CN1C(=O)Nc1cccc(C(F)(F)F)c1 (stereo not drawn)
39	CC(C)N1C(=O)CCC1C(=O)NCc1ccc(F)cc1Cl (stereo not drawn)
40	CC(=O)Nc1ccc(NC(=O)CSc2nc(N)c(NC(=O)c3ccccc3F)c(=O)[nH]2)cc1

Compound | 33 | 34 | 35 | 36 | 37 | 38 | 39 | 40
IEC-6 cytotox | 2 | 6 | -4 | 0 | -3 | 0 | -3 | 6
TRPC4 inh | i | i | i | i | i | i | i | i
TRPC6 inh | i | i | -8* | i | i | i | i | i
MrgX1 antagonist | i | i | i | i | i | i | i | i
HIF act | 0.6 | -0.1 | 0.3 | . | 1.5 | -0.3 | -30 | -0.3
TRPC4 agonist | i | i | i | i | i | i | i | i
aSyn UTR inh | 10 | 3 | -25 | -91 | -51 | -9 | -5 | -2
KLF5 inhibitor | -24 | -12 | -1 | -23 | 31 | -10 | -1 | -15
TRPC4 potent | i | i | i | i | i | i | i | i
SKKanGAS inh | 6 | 0 | -6 | -8 | 3 | -2 | -5 | -2
TRPC6 act | i | i | i | i | i | i | i | i

41	COCCCNC(=O)c1ccccc1NS(C)(=O)=O
42	Cc1cccc2nc(Cn3c(=O)n(CCCC(=O)NCc4ccco4)c(=O)c4ccccc43)cc(=O)n12
43	O=C(CN1C2=NCCCN2c2ccccc21)c1cccc(Br)c1
44	Cc1cccc(N=C2NC(=O)/C(=C/c3cn(C)c4ccccc34)S2)c1
45	O=S(=O)(NCCC(c1ccc(F)cc1)c1ccco1)c1ccccc1 (stereo not drawn)
46	CSc1ccc(Cl)c(C(=O)Nc2ccc(N3CCOCC3)cc2)c1
47	O=C(c1ccccc1)N1CCN(C(=S)NCCc2ccccc2)CC1
48	COc1ccc(Cl)cc1NC(=O)NCC1CCN(C(=O)OC(C)(C)C)CC1
49	Cc1ccc(NC(=O)CSc2nnc(Cc3ccccc3)o2)c(C)c1

Compound | 41 | 42 | 43 | 44 | 45 | 46 | 47 | 48 | 49
IEC-6 cytotox | 4 | -8 | 2 | 4 | 1 | -4 | -4 | -1 | -1
TRPC4 inh | i | i | i | i | i | i | i | i | i
TRPC6 inh | i | i | i | i | i | i | i | i | i
MrgX1 antagonist | i | i | i | i | i | i | i | i | i
HIF act | -0.4 | 0.0 | 0.0 | 0.0 | -0.7 | 0.6 | -0.2 | -0.4 | -0.1
TRPC4 agonist | i | i | i | i | i | i | i | i | i
aSyn UTR inh | -7 | 14 | -13 | 16 | 1 | 13 | 2 | -24 | -10
KLF5 inhibitor | -15 | -33 | -31 | -38 | -11 | -6 | -22 | -9 | -18
TRPC4 potent | i | i | i | i | i | i | i | i | i
SKKanGAS inh | -12 | -4 | 3 | 12 | 1 | 1 | 2 | 5 | -16
TRPC6 act | i | i | i | i | i | i | i | i | i
